ADAM10 inh: inhibitors of human ADAM10; recombinant ADAM10, EDANS/DABCYL FRET peptide cleavage, 3 h; inhibition, % at 7 µM; O14672; hit rate 0.62% among 370,000; AID 720582;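 active means inhibition above a per-campaign cutoff equal to the mean of compounds falling between control-based bounds plus 3 SD, cut at about 20% in these data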;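 further: 0% = DMSO wells while the 100% control is not disclosed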
TDP2 inh: TDP2 (human) inhibition, absorbance primary screen; O95551; recombinant TDP2, T5PNP hydrolysis, p-nitrophenol absorbance 415 nm; inhibition, % at 12.8 µM; hit rate 0.34% among 370,000; AID 720702;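 active means inhibition above the mean of all tested compounds plus 3 SD, set per campaign, cut at about 25% in these data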;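 further: 0% = DMSO with enzyme and 100% = buffer with substrate but no TDP2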
Target sequence (O95551 whole entry, looked up): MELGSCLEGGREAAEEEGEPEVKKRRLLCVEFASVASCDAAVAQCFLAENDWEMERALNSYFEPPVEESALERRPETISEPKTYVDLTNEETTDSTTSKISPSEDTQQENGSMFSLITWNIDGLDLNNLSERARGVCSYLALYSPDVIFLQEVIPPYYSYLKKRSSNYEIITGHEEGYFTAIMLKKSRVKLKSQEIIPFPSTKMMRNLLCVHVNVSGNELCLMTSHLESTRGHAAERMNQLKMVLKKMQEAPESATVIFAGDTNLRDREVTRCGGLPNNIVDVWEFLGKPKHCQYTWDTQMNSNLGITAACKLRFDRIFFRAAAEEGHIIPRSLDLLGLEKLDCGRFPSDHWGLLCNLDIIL
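Read-out basis: percent inhibition. System: recombinant human TDP2. Buffer or medium: Mg2+-containing Tris-HCl buffer, pH 7.5. Repeats: single replicate. Timing: reaction 2 h, 37 °C. Benchmarks: high control without enzyme, low control DMSO plus TDP2. Probe or stimulus: 5 mM T5PNP. Doses: 12.8 µM only. Measured by: epi absorbance of p-nitrophenol freed from T5PNP by hydrolysis.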
ASAP1 inh: inhibitors of human ASAP1 ArfGAP activity. ASAP1-stimulated ARF1 GTP hydrolysis, GDP FP detection. hit rate 0.19% among 360,000. inhibition, % at 16.5 µM. Q9ULH1; in the data active means inhibition above about 25%;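 further: 0% = vehicle with enzyme and substrate and 100% = no enzyme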
ARFGAP1 inh: inhibitors of rat ARFGAP1 | Q62848 | Arfgap1-stimulated ARF1 GTP hydrolysis, GDP FP detection | inhibition, % at 16.5 µM | hit rate 0.26% among 360,000;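 active means inhibition above a per-plate limit, mean inhibition of low control wells plus 3 SD, cut at about 25% in these data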;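 further: 0% = DMSO wells with enzyme and 100% = wells lacking Arfgap1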
Target sequence (Q62848 1-136 limits assumed): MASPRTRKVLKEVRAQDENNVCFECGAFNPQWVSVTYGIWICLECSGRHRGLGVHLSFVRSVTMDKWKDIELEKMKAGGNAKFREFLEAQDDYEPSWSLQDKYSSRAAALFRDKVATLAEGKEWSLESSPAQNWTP
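Replicates: Single well per compound | Assay system: Truncated rat Arfgap1 GAP domain | Control set: No-Arfgap1 wells (100%) versus DMSO full-reaction wells (0%) | Times: Enzyme reaction 120 min at 25 °C after 20 min preincubation | Reagent: Human ARF1(Δ1-17)-GTP substrate | Measured by: Tracer-displacement fluorescence polarization with EDTA stop, 620/688 nm | Measure: Percent inhibition of Arfgap1-stimulated GTP hydrolysis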
Tn6 DDE FP: DD(E)-Tn6 binding inhibition, primary FP screen; inhibition, % at 8.3 µM; hit rate 0.21% among 370,000; Fibrin DD(E) TRITC-Tn6 fluorescence polarization displacement; P02675;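 active means inhibition above a per-campaign cutoff: mean of compounds within control limits plus 3 SD, cut at about 15% in these data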;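 further: 0% = median of all compound wells on the plate and 100% = blocking peptide control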
Target sequence (P02675 whole entry, looked up): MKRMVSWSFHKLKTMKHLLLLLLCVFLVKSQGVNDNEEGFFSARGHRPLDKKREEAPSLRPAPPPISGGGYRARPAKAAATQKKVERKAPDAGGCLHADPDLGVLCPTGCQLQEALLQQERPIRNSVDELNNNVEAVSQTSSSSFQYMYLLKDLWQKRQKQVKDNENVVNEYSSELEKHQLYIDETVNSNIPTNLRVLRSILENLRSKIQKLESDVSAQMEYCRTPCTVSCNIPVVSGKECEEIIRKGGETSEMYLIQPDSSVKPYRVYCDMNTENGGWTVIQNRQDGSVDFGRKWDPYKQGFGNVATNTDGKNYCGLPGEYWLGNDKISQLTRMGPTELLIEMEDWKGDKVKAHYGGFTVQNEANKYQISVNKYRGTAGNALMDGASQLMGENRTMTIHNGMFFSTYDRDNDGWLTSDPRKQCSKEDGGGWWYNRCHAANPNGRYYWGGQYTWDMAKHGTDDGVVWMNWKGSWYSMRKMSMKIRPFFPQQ
DDE Tn7 FP inh: inhibitors of Tn7 peptide binding to human fibrin DD(E) | P02675 | FP displacement of FITC-Tn7 peptide from fibrin DD(E); 0% = median of compound wells per plate | inhibition, % at 8.3 µM | hit rate 0.13% among 370,000;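 active means inhibition above the mean of compounds falling within the control limits plus 3 SD of them, cut at about 14% in these data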;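 further: 0% = plate median of compound wells and 100% = 10 µM Aha-Tn7 peptide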
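Test system – human fibrin DD(E) · Times – 10 min preincubation, 3 h with tracer, room temperature · Detection – fluorescence polarization of the labelled Tn7 tracer · Measure – percent inhibition normalized to high-control wells · Benchmarks – high control wells with 10 µM unlabelled Aha-Tn7 peptide (full inhibition) · Repeats – singlicate testing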
SIAE primary: blocks human sialic acid acetylesterase; Q9HAT2; SIAE FP-Rh probe binding, fluorescence polarization; inhibition, % at 9.66 µM; hit rate 0.69% among 370,000;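 active means inhibition above a cutoff: mean of compounds within the control limits plus 3 SD of those, cut at about 17% in these data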;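 further: 0% = plate median of compound wells and 100% = probe without SIAE protein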
PLCb3 inh: PLC-beta3 (human) inhibition, primary screen; inhibition, % at 12.2 µM; Q01970; Purified PLC-beta3, fluorogenic substrate, fluorescence; hit rate 0.18% among 370,000; in the data active means inhibition above about 11%;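 further: 0% = median of compound wells on plate and 100% = full blocker control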
PLCg1 inh: inhibitors of human phospholipase C gamma1. inhibition, % at 12.2 µM. AID 720700. hit rate 0.84% among 370,000. purified PLC-gamma1, fluorogenic substrate, fluorescence; in the data active means inhibition above about 9.5%
ADAM17 inh: inhibitors of human ADAM17; recombinant ADAM17, EDANS/DABCYL FRET peptide cleavage; P78536; inhibition, % at 6.95 µM; hit rate 0.83% among 370,000; AID 720648;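 active means inhibition above the mean of compounds lying between control limits plus 3 SD, set per campaign, cut at about 8.5% in these data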;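 further: 0% = DMSO-only wells as the low control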
The depositor's hits bear a star; · = not tested or not shown.

SMILES	ADAM10 inh	TDP2 inh	ASAP1 inh	ARFGAP1 inh	Tn6 DDE FP	DDE Tn7 FP inh	SIAE primary	PLCb3 inh	PLCg1 inh	ADAM17 inh
CC1CCN(S(=O)(=O)c2cccc(C(=O)NNC(=O)c3ccco3)c2)CC1	11	-5	-11	-2	4	2	1	0	4	-2
O=C(Nc1ccc(O)cc1C(=O)O)c1ccc2c(c1)C(=O)N(Cc1ccco1)C2=O	11	-9	-4	-5	4	-2	-42	1	-1	4
CC(=O)Nc1cccc(-c2csc(N)n2)c1	-4	1	5	12	6	-2	0	3	2	-2
CCCCCC(=O)Nc1c(-c2ccc(OC)cc2)c(=O)c2ccccc2n1C	-436	-6	-2	12	5	-6	-1	-382	-250	-141
Cc1ccc(-c2nc(CS(=O)(=O)CC(=O)NC3CCC(C)CC3)c(C)o2)cc1 (stereo not drawn)	8	-9	-9	-8	6	5	-2	-1	1	3
O=[N+]([O-])c1cc(S(=O)(=O)Nc2ccccc2)ccc1-n1nnc2ccccc21	14	-3	4	-2	-2	-6	11	3	1	7
O=C(c1ccco1)N1c2ccccc2Sc2ccccc21	1	5	-7	-4	6	2	9	2	1	0
CCOC(=O)N1CCN(S(=O)(=O)N2CCCC(C(=O)NCCCN3CC(C)CC(C)C3)C2)CC1 (stereo not drawn)	-3	-17	-2	4	4	-3	-1	-10	3	-9
Cc1oc(C)c(C(=O)O)c1COc1ccc(C(=O)O)cc1	6	-1	-6	-2	-7	-1	4	1	2	-2
COc1ccc(CCNS(=O)(=O)c2ccc3c(c2)oc(=O)n3C)cc1OC	-1	6	-4	11	7	9	3	1	4	-2
Cc1cc(-c2nnc(SCC(=O)Nc3nccs3)o2)no1	4	5	-2	-12	5	6	6	-10	2	-3
Cc1cccn2c(=O)c3cc(S(=O)(=O)c4ccc(Br)cc4)c(=N)n(C4CCCCC4)c3nc12	-6	-2	8	9	-6	-1	-6	-11	4	-6
Cc1ccc(C(=O)COC(=O)C2CC(=O)N(c3nc(-c4ccccc4)cs3)C2)cc1C (stereo not drawn)	8	-1	-1	-2	0	-4	-12	0	5	1
O=C(C1=C[C@H](c2csc3ccccc23)C[C@H](OCc2ccc(CO)cc2)O1)N1CCN(Cc2ccc3c(c2)OCO3)CC1	21*	-1	13	1	-3	0	-9	1	4	8
CC(C)(C)NC(=O)C(=O)NNC(=O)c1ccc(C(C)(C)C)cc1	5	-10	4	-8	4	4	-2	4	0	5
Cc1ccc(S(=O)(=O)NCCCN2CCCC2)cc1	-1	8	0	15	5	-8	3	-3	-2	-3
CSc1ccccc1NC(=S)NC1CCCCC1	2	-7	-1	-6	-7	-5	-4	-4	2	2
CCOC(=O)C1CCN(C(=O)CCNC(=O)Cn2cnc3ccccc3c2=O)CC1	3	18	-8	-3	0	2	-1	-6	0	-1
CC(C)C(NC(=O)c1c(F)cccc1F)C(=O)N1CCN(c2ccccc2F)CC1 (stereo not drawn)	2	-5	0	-5	-1	2	-4	-4	-3	-2
CCOc1ccccc1NC(=O)Cn1c(C)cc(COC)c(C#N)c1=O	-26	-1	-4	5	7	8	-6	2	0	-10
CCC(C(=O)OCC(=O)N1C(C)CCCC1C)c1ccccc1 (stereo not drawn)	13	-3	2	16	-1	-4	-1	-2	2	1
COCCN(Cc1cccs1)S(=O)(=O)c1ccc(-c2ccc(=O)[nH]n2)s1	-7	-8	-10	3	-5	-3	1	-11	-1	-6
Cn1cc(CN2CCCC(C(=O)Nc3cccc(-c4cc5ccccc5[nH]4)c3)C2)cn1 (stereo not drawn)	-19	8	-3	3	-3	-1	7	-15	-5	-11
Cc1c(Cl)cccc1NC(=O)Nc1cc(C(C)(C)C)nn1C	3	-6	-9	-3	-6	6	1	1	0	-8
COC(=O)[C@@]1(C(C)C)N=C(c2cc(OC)c(OC)c(OC)c2)[C@]2(O1)C(=O)N(Cc1cn(-c3ccccc3)nn1)c1cccc(Cl)c12	-3	-11	·	·	-4	5	2	1	-2	-5
COc1ccccc1N1CCN(C(C)C(=O)Nc2ccc(S(=O)(=O)N3CCOCC3)cc2)CC1 (stereo not drawn)	1	0	-10	-4	3	10	5	-9	2	-2
Cc1csc(=O)n1CCC(=O)OCC(=O)NCc1ccc(F)cc1	5	0	-2	1	6	-7	-9	2	4	-3
O=C(NCC(=O)N1CCCC(C(F)(F)F)C1)c1ccc(Br)o1 (stereo not drawn)	-9	9	-3	17	10	0	-1	-9	-5	-2
O=C(NCCCn1ccnc1)C(F)(F)C(F)(F)C(=O)NCCCn1ccnc1	-1	6	-12	4	3	7	-4	-3	1	-4
COc1ccccc1NC(=O)Nc1ccncc1	6	9	7	0	-1	0	0	4	0	0

Next section (2 carried over from the part before).
SMILES	ADAM10 inh	TDP2 inh	ASAP1 inh	ARFGAP1 inh	Tn6 DDE FP	DDE Tn7 FP inh	SIAE primary	PLCb3 inh	PLCg1 inh	ADAM17 inh
O=C(NCCCn1ccnc1)C(F)(F)C(F)(F)C(=O)NCCCn1ccnc1	-1	6	-12	4	3	7	-4	-3	1	-4
COc1ccccc1NC(=O)Nc1ccncc1	6	9	7	0	-1	0	0	4	0	0
COc1cc(C(=O)NNC(=O)Nc2ccc([N+](=O)[O-])cc2)cc(OC)c1OC	4	-7	10	10	4	4	-1	6	6	2
Cc1ccc(S(=O)(=O)N(CC(=O)NCc2ccncc2)Cc2ccc(F)cc2)cc1	6	6	-5	-1	0	6	2	0	3	1
CCC(Cc1ccccc1)NS(=O)(=O)c1c(C)nc2sccn2c1=O (stereo not drawn)	-102	-4	-1	9	4	-2	-2	-12	-9	-32
O=C(CCc1nnc(C2CCCCC2)o1)N1CCN(C2CCCCC2)CC1	-3	9	-1	-1	1	-2	0	3	-3	0
CCc1nnc(NC(=O)C2COc3ccccc3O2)s1 (stereo not drawn)	-2	-1	-7	7	4	-3	6	3	8	3
O=C(CSc1nc2ccccc2[nH]1)NCc1ccco1	-8	12	2	9	8	-2	-1	-1	-1	-5
CC(C)CNC(=O)c1cccc(NC(=O)c2ccco2)c1	1	-4	-2	-17	-2	2	-1	-1	1	0
CCN(Cc1ccccc1)C(=O)c1cccc(S(=O)(=O)N2CCN(Cc3ccccc3)CC2)c1	8	1	-5	-5	-1	-3	7	-6	-2	1
Cc1ccc(NC(=S)NCc2cccs2)cc1	-4	-3	-2	-13	-7	0	4	5	0	-2
O=C(O)CC1NC(=O)N(C2CCCCC2)C1=O (stereo not drawn)	0	-13	14	-4	-2	6	6	4	5	2
COc1cc(/C=N/NC(=O)c2ccc(CN3c4cccc5cccc(c45)S3(=O)=O)cc2)cc(OC)c1O	-129	9	6	-1	-11	0	3	-127	-112	-47
COCCCNC(=O)C(=O)NCC(c1ccco1)N1CCN(c2ccc(OC)cc2)CC1 (stereo not drawn)	-5	3	-5	-8	8	-2	5	-6	1	-5
CN(CCc1ccccn1)C(=O)CCC1CCCN(C(=O)CN2CCCCCC2)C1 (stereo not drawn)	-10	5	4	6	-2	-7	-4	-9	-2	-2
COc1ccc(NC(=O)C2CCCN(C(=O)c3ccc(Cl)cc3)C2)cc1S(=O)(=O)N(C)C (stereo not drawn)	5	9	2	5	0	0	7	0	1	-8
Cc1cccnc1NC(=O)Nc1ccc(Cl)cc1	-2	1	4	2	-2	0	2	-6	1	0
Cc1ccc2c(c1)N(Cc1ccccn1)C(=O)C(C)O2 (stereo not drawn)	-1	-2	-12	7	17*	5	1	2	-1	-3
COc1cccc(NC(=O)CN(C)C(=O)c2cccnc2Sc2ccc(C)c(C)c2)c1	-8	-3	-7	-2	-1	-3	4	-5	6	0
CC1(C)Cc2cccc(Oc3cc(NN4CCCCC4)c([N+](=O)[O-])cc3[N+](=O)[O-])c2O1	-5	6	-7	1	3	0	4	-1	-2	-6
Cc1ccc(OCC(=O)OCC(=O)Nc2ccc3c(c2)OCO3)cc1C	-1	-7	-7	6	2	-1	-2	-8	-4	-3
Cc1nc2cc(NCc3ccccc3O)ccc2n1Cc1ccccc1	1	-4	0	9	-9	6	0	-36	-27	-7
O=C(COC(=O)Cc1ccc([N+](=O)[O-])cc1)NCc1ccc2c(c1)OCO2	-7	10	2	-1	-1	-5	4	-3	0	-5
O=C(COC(=O)/C=C/c1ccccc1[N+](=O)[O-])NCC(F)(F)F	-4	5	9	-4	0	4	0	5	0	-6
O=C(COC(=O)c1cc(=O)[nH]c2ccccc12)c1cccs1	-52	3	-16	2	-4	-2	-6	-83	-66	-17
CCCCOc1ccc2c(C)cc(=O)oc2c1OCCCC	-74	-8	-10	-3	0	3	-2	-250	-177	-14
C=CCn1cc(/C=N/NC(=O)COc2cccc3cccnc23)c2ccccc21	-4	4	6	11	1	-6	14	-11	-10	-1
N#CC1=C(N)N(c2ccc(Oc3ccccc3)cc2)C(=O)C1	1	2	7	-1	0	6	-3	-2	-4	-3
O=S(=O)(O)c1nc2ccccc2n1Cc1ccccc1	-1	-11	12	10	-4	1	-4	-3	2	-6
CCOC(=O)c1c(NC(=O)c2ccc(S(=O)(=O)N3CCOCC3)cc2)sc2c1CCN(C(C)C)C2	3	1	-9	-13	4	-3	-5	-145	-97	1
Cc1ccc2c(c1)C(=O)C(=O)N2CC(=O)Nc1ccc(N2CCOCC2)cc1	0	16	-1	-8	4	-7	4	-7	1	-3
Fc1cccc(CN2CCN(Cc3nc(CCc4ccccc4)no3)CC2)c1	9	-12	-8	-12	-5	-2	0	-7	1	-2
CC1CCC(NC(=O)c2ccc3c(c2)S(=O)(=O)c2ccccc2C3=O)CC1 (stereo not drawn)	6	4	13	0	11	4	2	4	4	2
COC(=O)CCCC(=O)NCC1(N(C)Cc2ccccc2)Cc2ccccc2C1	-6	16	-6	-4	3	7	1	-1	2	0
COc1ccc(NC(=O)c2nc[nH]c2C(=O)N(C)CCO)cc1	0	5	-10	14	-9	-10	1	3	-1	-2
COC(=O)[C@]12C=CCN1[C@H](c1ccc(Cl)cc1)c1c(c3ccccc3n1S(=O)(=O)c1ccc(C)cc1)C2	-51	4	·	·	-2	-3	-13	-70	-56	-16
